EBNA-1 inh – blocks EBNA-1 binding to DNA; EBNA-1 DNA binding, fluorescence polarization; inhibition, % at 14.8 µM; 300,000 compounds, 0.34% hits; AID 1950; in the data active = inhibition above about 28%
PP1 inh – counter-screen for PP5 inhibitors: inhibitors of human PP1-alpha | P62136 | purified PP1alpha, OMFP fluorescence | inhibition, % at 6.7 µM | 320,000 compounds, 0.9% hits | AID 2235;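 active = inhibition above the mean inhibition of all tested compounds plus 3 SD, computed separately for each screening campaign, cut at about 15% in these data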
Target sequence (P62136 whole entry, looked up): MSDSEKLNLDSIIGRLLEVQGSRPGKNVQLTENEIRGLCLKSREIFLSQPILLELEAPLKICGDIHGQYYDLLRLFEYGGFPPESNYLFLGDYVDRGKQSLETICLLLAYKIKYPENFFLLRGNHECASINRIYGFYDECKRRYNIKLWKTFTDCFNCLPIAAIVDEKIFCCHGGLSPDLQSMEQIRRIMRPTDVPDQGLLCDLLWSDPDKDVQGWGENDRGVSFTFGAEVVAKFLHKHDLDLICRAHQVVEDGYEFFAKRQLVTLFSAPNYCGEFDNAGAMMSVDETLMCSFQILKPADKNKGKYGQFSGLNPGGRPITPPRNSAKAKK
PREPL inhibitor – inhibitors of human prolyl oligopeptidase-like enzyme PREPL. 320,000 compounds, 0.68% hits. inhibition, % at 5.96 µM. Q4J6C6. recombinant PREPL, fluorescence polarization activity-based probe; in the data active = inhibition above about 43%;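 also: 0% = enzyme with DMSO and 100% = wells lacking enzyme; many of its hits are not listed in these tables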
Target sequence (Q4J6C6 whole entry, looked up): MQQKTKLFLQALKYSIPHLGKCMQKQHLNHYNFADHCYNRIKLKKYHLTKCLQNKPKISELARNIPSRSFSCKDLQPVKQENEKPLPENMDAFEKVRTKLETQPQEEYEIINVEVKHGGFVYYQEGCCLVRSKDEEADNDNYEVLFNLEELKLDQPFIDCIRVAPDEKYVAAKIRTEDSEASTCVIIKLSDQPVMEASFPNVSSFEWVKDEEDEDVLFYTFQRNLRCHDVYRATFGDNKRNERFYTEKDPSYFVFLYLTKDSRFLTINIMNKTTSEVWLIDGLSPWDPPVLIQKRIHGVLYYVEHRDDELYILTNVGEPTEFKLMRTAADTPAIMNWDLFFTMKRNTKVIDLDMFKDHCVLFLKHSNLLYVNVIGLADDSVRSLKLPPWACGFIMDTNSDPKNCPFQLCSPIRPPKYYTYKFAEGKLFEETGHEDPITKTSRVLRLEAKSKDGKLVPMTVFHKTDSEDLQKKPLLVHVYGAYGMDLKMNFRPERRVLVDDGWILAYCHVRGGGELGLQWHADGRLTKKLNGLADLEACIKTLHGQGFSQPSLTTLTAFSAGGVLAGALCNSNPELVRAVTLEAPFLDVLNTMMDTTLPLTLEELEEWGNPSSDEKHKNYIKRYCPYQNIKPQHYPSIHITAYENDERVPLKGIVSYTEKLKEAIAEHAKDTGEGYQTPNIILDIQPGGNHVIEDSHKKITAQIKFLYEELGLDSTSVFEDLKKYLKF
ZTA counter – ZTA (EBV) inhibition in EBNA-1 counter-screen; P03206; ZTA-DNA binding, fluorescence polarization; inhibition, % at 11 µM; 320,000 compounds, 0.15% hits; in the data active = inhibition above about 33%
PP5 primary – inhibitors of human protein phosphatase 5 (PP5); purified PP5c, OMFP substrate fluorescence; AID 1987; inhibition, % at 6.7 µM; 320,000 compounds, 0.18% hits;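 active = inhibition above the campaign's mean inhibition across all tested compounds plus 3 SD, cut at about 9.5% in these data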;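 also: 0% = DMSO only and 100% = 100 µM cantharidin control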
CTSL1 counter – counter-screen for PFM18AAP inhibitors: inhibitors of F. hepatica cathepsin L1; recombinant F. hepatica cathepsin L1, Z-Leu-Arg-MCA fluorescence; inhibition, % at 5.96 µM; 300,000 compounds, 0.49% hits;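 active = inhibition above the mean of all tested compounds plus 3 SD, set per screening campaign, cut at about 17% in these data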;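 also: 0% = plate median of test compound wells and 100% = 1 µM Z-Phe-Ala-diazomethylketone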
Efflux pump inh – antifungal efflux pump inhibition, Nile Red retention. 330,000 compounds, 0.44% hits. S. cerevisiae Candida pump triplex. inhibition, % at 10 µM;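 active = plate passing quality check with inhibition over a set limit, or well fluorescence over plate mean plus 4 SD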;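 also: Nile Red retained in pooled yeast measured as flow cytometry median fluorescence; 0% = buffer negative control and 100% = Enniatin B positive control; higher means more Nile Red kept so more efflux inhibition; some compounds called inactive have numbers as strong as hits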
core dimer inh – HCV core protein dimerization inhibition. inhibition, % at 5 µM. 300,000 compounds, 0.33% hits. TR-FRET GST/Flag-core106 dimerization, 1536-well;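 active = inhibition above the mean of all tested compounds plus 3 SD, set per screening campaign, cut at about 45% in these data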
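System: GST/Flag-tagged HCV core106 proteins. Incubation: compound-protein-antibody incubation 4 h at 22.5 °C. Technique: HTRF with 340 nm excitation, 617/671 nm emission. Medium: KF-containing HEPES buffer, pH 7.45, DTT, CHAPS, BSA. Read-out: inhibition (%) from 671 over 617 nm ratio. Also added: Eu(K)-anti-GST 90 ng/mL plus XL665-anti-Flag 1 µg/mL.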
TPT1 inhibitor – blocks Candida albicans tRNA 2'-phosphotransferase | inhibition, % at 5 µM | AID 1962 | 300,000 compounds, 0.81% hits | recombinant caTPT1, FP RNA substrate dephosphorylation;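 active = inhibition above the mean of all tested compounds plus 3 SD, set per screening campaign, cut at about 24% in these data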;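 also: plate controls were DMSO alone for no effect and ferristatin control at 100 nM for full effect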
* marks the source's active call; other numbers are inactive results; . = no result given.

SMILES	EBNA-1 inh	PP1 inh	PREPL inhibitor	ZTA counter	PP5 primary	CTSL1 counter	Efflux pump inh	core dimer inh	TPT1 inhibitor
COc1cc(Cl)c(C)cc1NC(=O)CNC(C)c1ccccc1OC (stereo not given)	-22.7	-2.8	3.8	-5.8	0.9	0.9	0.6	15.0	-3.0
CCOc1ccccc1-n1c(SCC(N)=O)nnc1-c1ccccc1	6.4	1.0	-2.1	-6.6	3.5	1.2	-0.3	0.3	-1.8
CCCNc1c(NS(=O)(=O)c2c(F)c(F)c(F)c(F)c2F)c(=O)oc2ccccc12	6.0	-3.4	-1.8	6.1	1.1	-2.7	-0.1	7.3	2.0
COc1ccc(CCNC(=S)NC(=O)c2c(-c3ccccc3Cl)noc2C)cc1OC	-3.8	-3.0	-12.5	4.9	1.0	-1.5	0.0	1.3	-0.7
COc1ccc(C(=O)OCC(=O)Nc2cc(C)on2)c(OC)c1OC	9.7	-0.8	-1.5	3.7	-0.1	1.7	0.0	-0.7	-1.9
CCN(CC(=O)Nc1c(F)cccc1F)C(=O)CCNC(=O)c1ccc([N+](=O)[O-])cc1	0.1	-0.9	-0.4	-10.8	-1.1	-1.3	0.1	-4.5	0.1
COC(=O)Nc1nnc(/C=C/c2ccc(OC)cc2)s1	-6.8	-0.9	6.6	2.1	4.0	3.2	-0.1	-1.9	3.4
O=C(CNC(=O)c1ccccc1)NCCc1ccc(O)c(O)c1	-7.5	-0.1	24.9	-5.1	0.8	-1.3	0.0	2.4	-5.4
COc1ccccc1C(=O)Nc1ccc(-c2nnc(SCC(=O)O)n2C)cc1	5.1	1.4	-1.5	-7.3	2.5	-2.4	-0.1	-1.4	-2.0
CCOC(=O)c1[nH]c2ccccc2c1NC(=O)CCN1CCN(C(=O)OCC)CC1	-9.3	-8.8	-9.7	-0.5	2.6	-4.4	0.3	-8.3	-1.2

Reprinted at random: 2 compounds from above, in no set order.
SMILES	EBNA-1 inh	PP1 inh	PREPL inhibitor	ZTA counter	PP5 primary	CTSL1 counter	Efflux pump inh	core dimer inh	TPT1 inhibitor
CCCNc1c(NS(=O)(=O)c2c(F)c(F)c(F)c(F)c2F)c(=O)oc2ccccc12	6.0	-3.4	-1.8	6.1	1.1	-2.7	-0.1	7.3	2.0
CCN(CC(=O)Nc1c(F)cccc1F)C(=O)CCNC(=O)c1ccc([N+](=O)[O-])cc1	0.1	-0.9	-0.4	-10.8	-1.1	-1.3	0.1	-4.5	0.1

Back to the main list; the two compounds before the break are reprinted first.
SMILES	EBNA-1 inh	PP1 inh	PREPL inhibitor	ZTA counter	PP5 primary	CTSL1 counter	Efflux pump inh	core dimer inh	TPT1 inhibitor
COc1ccccc1C(=O)Nc1ccc(-c2nnc(SCC(=O)O)n2C)cc1	5.1	1.4	-1.5	-7.3	2.5	-2.4	-0.1	-1.4	-2.0
CCOC(=O)c1[nH]c2ccccc2c1NC(=O)CCN1CCN(C(=O)OCC)CC1	-9.3	-8.8	-9.7	-0.5	2.6	-4.4	0.3	-8.3	-1.2
O=C(Cc1ccccc1)NC(c1ccco1)c1c(O)ccc2ccccc12 (stereo not given)	-4.0	-1.0	-7.5	8.2	3.2	-5.5	0.5	4.3	-0.8
Cc1ccc(C(=O)CCS(=O)(=O)c2ccc(Cl)cc2)cc1	-9.3	-0.6	-38.9	-7.8	-5.9	13.0	-0.4	-11.5	-4.4
CC(C)(C)NC(=O)CCc1nnc(Cc2c[nH]c3ccccc23)o1	3.2	-1.6	4.7	-26.1	3.1	-2.8	-0.1	-4.3	-4.2
CC(C)c1ccc(-c2nnc(N)s2)cc1	5.8	2.0	5.0	3.5	2.3	0.5	0.6	1.2	-1.2
CN(C)C(N)=NCCC[C@H](N)C(=O)O	-4.9	-3.6	1.7	3.6	-1.1	7.0	0.1	4.7	-0.1
COc1cc(/C=C2\OC(=O)c3c(OC)cccc32)ccc1O	-8.6	1.5	27.0	-5.3	3.5	-3.0	0.0	-20.8	3.6
O=C(O)C1CC=C(Cl)CC1C(=O)NC1CCCCC1 (stereo not given)	-5.6	-0.3	1.6	-9.3	-0.7	0.1	0.0	1.4	0.2
CCOC(=O)c1cccc(P(C)(C)=O)c1	-2.8	-2.2	2.2	13.2	-0.2	1.9	0.1	-0.1	-1.7
C=CCn1c(COc2cccc(C)c2)nnc1SCC(=O)c1c[nH]c2c(CC)cccc12	-1.0	13.7	-1.4	3.2	0.6	5.5	-0.2	23.1	0.3
CCN(CC)CCNCc1ccc(OCc2ccc(Cl)nc2)c(OC)c1	-0.1	-3.9	7.3	-0.9	-1.5	6.8	-1.5	6.1	-2.8
COc1ccc(N/C=C/C(=O)c2ccc3c(c2)OCO3)cc1OC	-0.2	-1.1	19.6	-7.6	3.7	-0.5	-0.2	-20.5	1.2
Oc1ccc(C[C@H]2CNCCN2CCc2cccc3ccccc23)cc1	9.5	1.0	24.3	-2.0	-1.1	6.1	-0.2	-49.2	-1.8
CC(C)Oc1ccc(C(=O)NC2(C(F)(F)F)NC(=O)N(CCCc3ccccc3)C2=O)cc1 (stereo not given)	-3.6	-0.1	8.9	-5.1	5.8	-0.7	0.5	-2.1	3.6
CCCCC(=O)OCC(=O)N1N=C(c2c[nH]c3ccccc23)C(O)C1c1ccc(OC)cc1 (stereo not given)	10.4	6.8	20.2	11.7	5.2	7.4	-0.7	8.8	-2.5
CCOC(=O)c1ccc(NC(=S)N2CCN(CCNC3=CC(=O)CC(C)(C)C3)CC2)cc1	5.4	-1.6	4.3	-7.5	1.3	-0.5	0.1	-5.0	-2.9
CCC(C)(C)C(=O)O	.	-3.0	20.1	3.0	0.9	.	-0.2	.	.
CCOc1ccc(NC(=O)CN(C)CC(=O)Nc2ccccc2C#N)cc1OCC	-1.7	-4.6	-8.7	-24.1	2.8	1.2	0.3	-0.1	-1.0
CC(=O)c1ccc(Nc2cc(C)nc3ncnn23)cc1	14.0	-1.4	4.6	8.6	-2.4	2.5	0.0	4.0	-3.7
O=C(O)/C=C/C(=O)NCc1cn(-c2ccccc2)nc1-c1cccc(Br)c1	5.7	1.9	-26.0	-11.3	2.1	0.0	0.0	1.3	-4.5
CCCC(Oc1ccc(Br)cc1)c1nc2c3cc(OC)c(OC)cc3nc(=S)n2[nH]1 (stereo not given)	-2.9	1.4	8.8	-24.2	2.3	0.3	-0.1	7.1	-2.2
CN(C)CCNC(=S)Nc1ccc(F)c(F)c1F	14.3	0.9	0.8	-4.0	0.9	-3.0	0.1	-4.5	-1.3
COc1cccc(OC)c1CN1CCCC(C(=O)c2ccccc2SC)C1 (stereo not given)	-12.0	-7.8	10.1	2.1	-1.9	-2.7	0.3	-4.0	-2.1
O=C1Nc2ccccc2C12OC1CCCCC1O2 (stereo not given)	1.1	0.8	-0.2	-9.1	0.1	4.6	0.0	4.3	4.5
CCN1CCCC1Cn1cnc2c([nH]c3cc(OC)ccc32)c1=O (stereo not given)	11.8	-4.0	11.6	-17.1	-1.0	-1.5	-0.1	-4.1	-2.4
Cc1cc(C)c(C)c(OCCOCCNCc2ccccc2)c1	-4.0	1.0	-8.3	-5.8	-0.2	-0.4	0.5	-2.2	1.6
Cc1ccc(/C=C/C(=O)Nc2cc(C)on2)cc1	3.7	-3.8	-11.8	14.4	-0.4	-5.1	0.1	-4.8	5.2
O=C(c1cc(COc2ccc(F)cc2Cl)on1)N1CCN(c2cnccn2)CC1	11.3	6.5	9.6	2.8	1.8	-0.5	0.1	4.6	0.4
COc1ccc(C(=O)NCc2ccc3c(c2)cc(C)n3C)cc1OC	8.8	3.5	10.5	17.8	1.0	2.0	-0.2	13.0	-5.1
CCCCCCc1cc2cc(C(=O)NCc3ccccc3)c(=N)oc2cc1O	-8.3	-4.3	12.5	-7.9	4.4	1.6	0.2	6.1	22.2
CCOc1ccccc1C(=O)Nc1ccc2nc(N3CCN(c4ncccn4)CC3)cc(C)c2c1	8.2	1.2	16.2	14.6	-2.4	3.1	0.0	35.9	6.8
CS(=O)(=O)NCCCNc1ccc(Cl)cc1[N+](=O)[O-]	4.8	0.2	11.5	-5.4	4.7	3.6	0.1	-4.9	1.8
O=C1CCCCCN1Sc1ccccc1	5.5	-4.4	15.3	8.0	-0.4	-3.3	0.1	1.8	-2.5
Cc1ccc(C)c(OCCCCN2CCNCC2)c1C	5.9	4.7	-14.5	-4.3	2.6	1.2	-0.1	-5.1	-6.7
COC(=O)c1sc(C(C)(C)C)cc1CS(=O)(=O)c1ccc(Cl)cc1	-1.0	2.7	33.9	-8.8	0.9	-2.6	-0.1	6.5	-3.3
Cc1cccc(Sc2c(C=O)c3ccccc3n2C)c1	-2.3	-6.8	-10.4	5.2	-0.1	1.7	0.1	29.3	-2.9
Cc1nn(CCOc2ccccc2)c(=O)n1-c1cccc(F)c1	1.2	-6.6	-15.4	10.2	0.1	-5.3	0.0	-3.2	-6.3
CCOC(=O)CSc1nc2cc3c(cc2cc1C)OCO3	-17.6	2.0	10.9	9.6	4.2	-1.8	0.3	3.8	-2.6
CCCN(C(=O)C(=O)Nc1ccc2nc3n(c(=O)c2c1)CCCCC3)c1ccc(OCC)cc1	3.0	-2.5	-2.4	-5.2	1.3	4.2	0.1	8.7	0.1
N#CCCn1cc(C(=O)Nc2ccc(C(=O)O)cc2)c(-c2cccs2)n1	5.4	-4.8	4.5	-1.7	1.6	-0.4	0.0	1.2	-0.2
Cc1nc2ccc(NS(=O)(=O)c3c(F)cc(F)cc3Br)cc2s1	.	2.5	3.9	-12.8	-0.5	.	-0.1	.	.
Cc1ccc(C2C(C=Nc3c(C)n(C)n(-c4ccccc4)c3=O)=C(c3ccccc3)Oc3ccccc32)cc1 (stereo not given)	-6.3	6.8	-0.5	-10.6	4.1	0.0	0.0	46.4*	-3.6
O=C(/C=C/c1ccc2c(c1)OCO2)NCc1ccco1	-3.9	2.2	11.7	-35.4	1.7	3.1	0.0	-9.1	-4.8
O=C(N/N=C/c1ccc2nccnc2c1)c1ccc(Br)cc1	0.4	-4.2	2.2	-14.5	1.0	-0.1	0.0	2.9	-3.4
CCOc1ccc2[nH]c3c(=O)n(CCc4ccc(OC)cc4)cnc3c2c1	10.3	6.0	-0.1	7.9	4.2	-0.6	0.2	-5.3	-0.1
CCn1cc(C(=O)O)c(=O)c2cc(S(=O)(=O)N(C)C)ccc21	-0.1	8.9	2.1	-10.6	1.9	0.6	-0.2	-1.4	-2.6
CC(C)CN1CCN(Cc2cnc(-c3ccc(Cl)cc3)nc2)CC1CCO (stereo not given)	0.8	-0.8	37.0	6.9	0.1	1.2	0.0	-1.8	1.4
Cc1ccc(OCc2ccc(C(=O)N3CCOCC3)cc2)cc1C	21.6	-0.5	19.1	2.5	2.1	-3.2	0.0	-0.7	-3.9
CCOC(=O)C1(Cc2ccc(Cl)cc2)CCN(C2CCC2)CC1	4.9	-2.0	-7.9	8.1	-0.5	0.8	0.0	1.0	-0.4
NC(=S)NNc1cccc(Cl)c1	-0.6	-0.7	0.0	1.1	0.2	1.5	0.0	0.0	-2.2
CCSC1=C(C#N)C(c2ccc(C)s2)CC(=O)N1 (stereo not given)	-0.2	0.1	2.2	-12.3	2.0	4.5	0.1	-0.9	0.6
COc1ccc(-n2cnc3sc(-c4ccccc4)cc3c2=O)cc1	4.2	-2.2	-9.1	5.9	-1.3	0.8	-0.2	4.6	-0.5

This is a subset; the hit share may differ from the screen's.
